Assay outcomes from PubChem BioAssay.
Polio RdRp inh = inhibitors of poliovirus RNA polymerase binding and polymerization | P03300 | poliovirus polymerase elongation, fluorescence polarization; stronger effect = lower value | % elongation, % (compound at 16.7 µg/mL) | hit rate 0.66% among 150,000 | AID 588519; in the data active means % elongation below about 90%; further: some results filed as inactive read as strong as hits
Target sequence (P03300 1749-2209 limits assumed): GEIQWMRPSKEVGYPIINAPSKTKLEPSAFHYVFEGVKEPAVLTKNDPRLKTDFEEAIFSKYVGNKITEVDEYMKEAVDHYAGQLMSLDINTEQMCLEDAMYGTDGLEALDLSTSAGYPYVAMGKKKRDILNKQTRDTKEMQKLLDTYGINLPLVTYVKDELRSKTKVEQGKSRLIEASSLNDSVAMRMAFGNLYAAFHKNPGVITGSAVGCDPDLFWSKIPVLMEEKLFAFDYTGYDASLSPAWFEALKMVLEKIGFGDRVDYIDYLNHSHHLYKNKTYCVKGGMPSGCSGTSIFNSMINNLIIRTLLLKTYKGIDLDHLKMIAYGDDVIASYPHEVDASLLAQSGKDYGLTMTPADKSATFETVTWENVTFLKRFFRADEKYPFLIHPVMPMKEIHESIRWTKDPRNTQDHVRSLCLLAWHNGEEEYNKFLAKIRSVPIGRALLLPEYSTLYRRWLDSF
Polio RdRp inh FP z-score = second read-out of Polio RdRp inh, no call of its own (marks repeat the call); z-score; measured here: FP z-score; hits read low
An asterisk follows results filed as active; & = joins results of further samples. Only part of the results is shown; count on the stated rates, not on these rows.

SMILES	Polio RdRp inh	Polio RdRp inh FP z-score
COC1CCCCC1Nc1ccccc1 (stereo unspecified)	98	-0.4
O=C(OCC(=O)N1CCCCC1)c1ccccc1OCc1ccc(F)cc1	104	0.9
O=C(NCc1ccc(Cl)cc1)C(=O)Nc1ccc(Br)cc1	102	-0.4
Cc1ccc(C(=O)Nc2cnc3ccccn3c2=O)cc1	107&99	0.4&-0.6
CC(C)(O)C(=O)/C=C/c1ccccc1	97	-0.3
OCCN(Cc1ccccc1)Cc1ccccc1O	107	1
O=C(Cn1ncc2c3ccccc3n(Cc3ccc(F)cc3)c2c1=O)NCc1ccccn1	105	-0.4
O=C(O)c1ccccc1Cc1nc2c(oc3ccccc32)c(=O)[nH]1	104	0.4
COc1cccc(/C=C2\CC/C(=C\c3cccc(OC)c3)C2=O)c1	99	-0.1
CCc1cc2c(=O)c(-c3nc4ccccc4s3)c(C(F)(F)F)oc2cc1O	103	0.3
CCNC(=O)c1ccc(CSc2nc3cccnc3n2Cc2ccc(OC)cc2)cc1	104	-0.9
NC(Cc1ccccc1)c1nc2ccccc2[nH]1 (stereo unspecified)	100	-0.1
COC(=O)C12CCCC(C(=O)O)(CCC1)C2	102	0.1
CCSc1ncc(Cl)c(C(=O)Nc2sc3c(c2C(=O)NCCCOC)CCCC3)n1	116	0.1
CCOc1ccc(CNC(=O)c2ccc(Sc3ccc(C)cc3)c(N)c2)cc1OC	110	0
CS(=O)(=O)c1ccc(-c2csc(-c3cccs3)n2)cc1	95	-0.7
COc1ccc2nc(C)cc(SCC(=O)c3ccc(Cl)cc3)c2c1	103	-0.1
CCOC(=O)c1ccc(NC(=O)CCC(=O)N2CC(C)Oc3ccc(C)cc32)cc1 (stereo unspecified)	101	-0.2
CCOc1ccc(OCC)c(NC(=O)CN(c2ccc(C)cc2)S(=O)(=O)c2c(C)n[nH]c2C)c1	111	1
S=c1nc(-c2cccc(Br)c2)[nH][nH]1	90	-1
COc1ccc(-c2noc(COC(=O)/C(=C/c3ccccc3OC)c3ccccc3)n2)c(OC)c1	109	0.7
Cc1cc(C)n2c(Nc3ccccc3)c(-c3ccccc3)nc2n1	106	-1.6
CN(Cc1ccccc1)S(=O)(=O)c1ccc(NC(=O)c2cc(=O)c3ccccc3o2)cc1	102	-1.1
O=C(CN1CCN(Cc2cccc(Cl)c2)C1=O)NCc1ccc(F)cc1	108	0.4
COC(=O)c1cc(Nc2ncnc3c2nc2n3CCCCC2)cc(C(=O)OC)c1	99	-1.1
SMILES	Polio RdRp inh	Polio RdRp inh FP z-score
Cc1ccc(OCC(=O)Nc2ccc3nc(SCc4ccccc4)sc3c2)cc1	104	-0.7
COC(=O)c1cc(CCl)oc1C	105	0.8
Cc1ccc(-n2c(=O)c3ccc(C(=O)NCc4ccccc4Cl)cc3n(CC(=O)Nc3cccc(Cl)c3)c2=O)cc1	103	0
CCCCCn1c(=O)c(C(=O)Nc2ccccc2S(N)(=O)=O)c(O)c2ccccc21	102	0.2
CN(C)C(CNC(=O)c1ccc(S(=O)(=O)N(C)C)cc1)Cc1ccccc1 (stereo unspecified)	101	0.4
Cc1ccc(NS(=O)(=O)c2ccc3c(c2)n(C)c(=O)n3C)cc1C	111	-0.4
O=C(CCCn1c(=O)[nH]c2ccccc2c1=O)NCCc1ccccc1	103	0.4
CCC(=O)N1CCc2cc(S(=O)(=O)CCC(=O)N3CCN(c4ccccc4F)CC3)ccc21	110	0.2
Cc1ccc(Cn2c(=O)n(Cc3ccccc3Cl)c(=O)c3ccccc32)cc1	106	0.2
N#Cc1ccc(CN2CCN(CC(=O)NC(=O)Nc3ccccc3F)CC2)cc1	101	-0.5
Cc1ccc(Cl)cc1NC(=O)c1sc2nc(C)c(C)c(C)c2c1N	104	-0.2
N#CC1=C(N)Nc2c(oc(CO)cc2=O)C1c1conc1-c1ccc(F)cc1 (stereo unspecified)	101	-0.1
CCN(CC)CCn1c(NCc2ccncc2)nc2ccccc21	100	-0.2
NC(=O)c1ccccc1N=Cc1ccc(O)c(O)c1	106	0.4
COc1cc2ccccc2cc1C(=O)Nc1ccc2oc(-c3ccc(F)cc3Cl)nc2c1	101	-0.2
COC(=O)C1C(=O)c2c([nH]c(C(=O)OC3CCCCCC3)c2C)CC1C (stereo unspecified)	101	0.1
CC1=NN(C(=O)c2ccco2)C(O)(c2ccncc2)C1 (stereo unspecified)	107	0.4
O=C(c1ccc(S(=O)(=O)N2CCCCC2)cc1)N1CCN(c2ccccc2F)CC1	102	0
CCc1cc2c(cc3c(=O)n(CC(=O)NCCOC)nc(CC)n32)s1	109	0.8
COCC(C)n1c(COc2ccccc2F)n[nH]c1=S (stereo unspecified)	106	0.5
CN1C(=O)Cc2ccccc2C1=O	38*	-9.4*
CC1(C)CC2CC(C)(CN2C(=O)Cc2ccccc2)C1 (stereo unspecified)	99	-0.4
N#C/C(=C/c1ccccc1)C(=O)Nc1ccc(O)cc1	99	-0.3
Brc1ccc2nc(N3CCCC3)sc2c1	103	0.5
O=C(C1CC(c2ccc(Cl)cc2)=NO1)N1CCCC1 (stereo unspecified)	103	0.5
SMILES	Polio RdRp inh	Polio RdRp inh FP z-score
CCOC(=O)C1CCCN(C(=O)CCS(=O)(=O)Cc2ccccc2)C1 (stereo unspecified)	101	-0.6
CNS(=O)(=O)c1ccc(NC(=O)c2nc3nc(C)cc(C(F)F)n3n2)cc1	106	0.4
CC(=O)N1CC(C)Oc2ccc(S(=O)(=O)Nc3ccccc3C)cc21 (stereo unspecified)	103	0.4
C=CCN(C(=O)Cc1c(C)noc1C)c1nc(-c2ccc(S(C)(=O)=O)cc2)cs1	100	0
Brc1cc(Br)c2ncc(-c3ccc4ccccc4n3)cc2c1	99	-0.7
CC(C)c1ccc(NC(=O)NCCS(C)=O)cc1 (stereo unspecified)	101	-0.5
O=C(O)c1cccc(CN2CCN(c3ccccc3)CC2)c1	100	-0.4
Cc1ccc2cccc(NC(=O)c3ccc(-c4cccc(Cl)c4Cl)o3)c2n1	104	-0.2
O=C(Nc1ccc2c(c1)OCCO2)c1cccc2c1C(=O)N(Cc1cccnc1)C2	103	-0.1
CCCC(Nc1cc(Cl)cc(Cl)c1)n1nnc2ccccc21 (stereo unspecified)	104	0.1
CC(C)(C)NC(=S)Nc1ccccc1C(F)(F)F	100	-0.9
O=C(c1ccccc1Cl)N1CCCCC1CCN1CCOCC1 (stereo unspecified)	110	0.9
Cc1ccc(-c2nc(CS(=O)CC(=O)NCCc3ccc(Cl)cc3)c(C)o2)cc1 (stereo unspecified)	110	0.6
C=CCn1c(C)cc(C(=O)COC(=O)c2oc3ccccc3c2COC)c1C	98	0
COc1ccc(Br)cc1CNC(=O)c1cc2c(=O)n(C)c3ccccc3c2s1	109	0.8
COc1cc(Br)c(CN(CCc2ccc(O)cc2)C(=O)C(F)(F)F)cc1O	103	0.2
CCOC(=O)c1cc2c(=O)n3ccccc3nc2n(CCCOC)c1=NC(=O)c1cc2ccccc2o1	96	-2.8
Cc1cnc(C(=O)OC(C)C(=O)Nc2cccc(C(F)(F)F)c2)cn1 (stereo unspecified)	101	-0.5
CCOC(=O)c1c(NC(=O)COc2ccccc2)sc(C(C)=O)c1C	94	-1.9
Cc1nc2ncnn2c(C)c1CCC(=O)NCc1ccccc1Cl	107	-0.1
COc1cccc(CNC(=O)c2cccc(S(=O)(=O)N3CC(C)OC(C)C3)c2)c1 (stereo unspecified)	105	0.1
COc1ccc(-c2cnnc(N/N=C/c3c(C)[nH]n(-c4ccccc4)c3=O)n2)cc1	102	0
CCc1ccc(-n2c(=O)c3c4c(sc3n(CC(=O)NCCCOC)c2=O)CCCC4)cc1	102	-1.2
CN(C(=O)c1cccc(S(=O)(=O)N2CCCCC2)c1)c1ccccc1	102	0.9
COc1ccc(-c2nc(Cn3c(SCc4ccc(C)cc4)nc4cccnc43)c(C)o2)cc1OC	110	0

Arranged by SMILES length (smallest number first): some entries from above.
SMILES	Polio RdRp inh	Polio RdRp inh FP z-score
CC(C)c1ccc(NC(=O)NCCS(C)=O)cc1 (stereo unspecified)	101	-0.5
CC(C)(C)NC(=S)Nc1ccccc1C(F)(F)F	100	-0.9
O=C(c1ccccc1Cl)N1CCCCC1CCN1CCOCC1 (stereo unspecified)	110	0.9
O=C(O)c1cccc(CN2CCN(c3ccccc3)CC2)c1	100	-0.4
CCCC(Nc1cc(Cl)cc(Cl)c1)n1nnc2ccccc21 (stereo unspecified)	104	0.1
Brc1cc(Br)c2ncc(-c3ccc4ccccc4n3)cc2c1	99	-0.7
CCOC(=O)c1c(NC(=O)COc2ccccc2)sc(C(C)=O)c1C	94	-1.9
CCOC(=O)C1CCCN(C(=O)CCS(=O)(=O)Cc2ccccc2)C1 (stereo unspecified)	101	-0.6
CN(C(=O)c1cccc(S(=O)(=O)N2CCCCC2)c1)c1ccccc1	102	0.9
C=CCn1c(C)cc(C(=O)COC(=O)c2oc3ccccc3c2COC)c1C	98	0
COc1ccc(Br)cc1CNC(=O)c1cc2c(=O)n(C)c3ccccc3c2s1	109	0.8
O=C(Nc1ccc2c(c1)OCCO2)c1cccc2c1C(=O)N(Cc1cccnc1)C2	103	-0.1
Cc1ccc(-c2nc(CS(=O)CC(=O)NCCc3ccc(Cl)cc3)c(C)o2)cc1 (stereo unspecified)	110	0.6
COc1cccc(CNC(=O)c2cccc(S(=O)(=O)N3CC(C)OC(C)C3)c2)c1 (stereo unspecified)	105	0.1
CCc1ccc(-n2c(=O)c3c4c(sc3n(CC(=O)NCCCOC)c2=O)CCCC4)cc1	102	-1.2
COc1ccc(-c2cnnc(N/N=C/c3c(C)[nH]n(-c4ccccc4)c3=O)n2)cc1	102	0
COc1ccc(-c2nc(Cn3c(SCc4ccc(C)cc4)nc4cccnc43)c(C)o2)cc1OC	110	0

The list goes on:
SMILES	Polio RdRp inh	Polio RdRp inh FP z-score
CC(=O)Nc1nnc(CCS(=O)(=O)c2ccc(C)cc2)s1	102	0
COc1cccc2cc(C#N)c(=N)oc12	105	0
O=C(CSc1nc2ccccc2[nH]1)NC1CCCc2ccccc21 (stereo unspecified)	102	0.3
Clc1ccc(CCc2ccc(Cl)cc2)cc1	104	0.1
COc1ccc(OCC(=O)Nc2cc3c(cc2C(=O)O)OCCCO3)cc1	100	-0.7
N#CCCN(C(=O)C1CCCCC1)c1ccccc1F	104	1.3
CC1(C)C2CCC(C2)C1(C)NC(=O)CNCc1ccco1 (stereo unspecified)	102	0.3
COc1cccc(NC(=O)c2ccnc(N3CCC(C(=O)NCCc4ccccc4)CC3)c2)c1	99	-0.2
CN1C(=O)C2(SCC(=O)N2c2ccc(F)cc2)c2ccccc21 (stereo unspecified)	113	1.3
CC(=O)Oc1cc2c(cc1Cl)C(C)(C)CC(C)(c1cc(Cl)c(OC(C)=O)cc1OC(C)=O)O2 (stereo unspecified)	102	-0.2
CC1=C(C)CS(=O)N(S(=O)(=O)c2ccc(C)cc2)C1 (stereo unspecified)	99	-0.4
COc1ccc(C(=O)Oc2ccc(C(c3c(C)[nH][nH]c3=O)c3c(C)[nH][nH]c3=O)cc2OC)cc1	111	0
COc1ccc(N2C(=N)C(C)(C)NC2=O)cc1	100	-0.1
COc1ccc(N(CC(O)CN2CCCC2)S(=O)(=O)c2ccccc2)cc1 (stereo unspecified)	101	-0.4
COc1ccc(C2=NN(CC(=O)NCCc3ccccc3)C(=O)CC2)cc1	104	-0.3
COc1ccc(Cl)cc1C(=O)Nc1ccc(NC(=O)c2ccco2)cc1	103	0.1
Cc1ccc(C)c(S(=O)(=O)N/N=C/c2ccc3c(c2)OCCO3)c1	97	-1
CCC(C)N=C1CC(C)(C)CC(=O)/C1=C(\O)Cc1ccccc1 (stereo unspecified)	99	-1.2
CCc1ccc2oc(-c3ccc(NC(=O)c4ccc(OC)c(Br)c4)cc3)nc2c1	105	0.3
O=C(c1cccc(S(=O)(=O)N2CCc3ccccc3C2)c1)N1CCN(c2ccc(O)cc2)CC1	103	0.2
N#CC(C(=O)NCCc1ccccc1)c1nc2ccccc2nc1N1CCCCCC1 (stereo unspecified)	122	1.9
Cc1ccc(NC(=O)c2cn(-c3ccccc3)nc2-c2ccccc2)cc1	103	-0.4
COc1ccc(-n2nc3c(N4CCC(C(=O)NCCc5ccccc5)CC4)nnc(C)c3c2C)cc1	110	0.7
NC(=O)COC(=O)c1ccc(-c2ccc(C(=O)OCC(N)=O)s2)s1	102	0.6
Clc1ccc2nnc(Cc3ccccc3)n2n1	103	0.2
SMILES	Polio RdRp inh	Polio RdRp inh FP z-score
N#Cc1c2ncnc(-c3ccccc3)c2n2ccccc12	95	-2.8
CC1CN(Cn2nc(-c3cccc(S(=O)(=O)N(C)C)c3)n(-c3ccc(F)cc3)c2=S)CC(C)O1 (stereo unspecified)	101	0.1
CN(C)S(=O)(=O)c1ccc(C(=O)NCCSc2c(-c3ccc(Cl)cc3)[nH]c3ccccc23)cc1	107	0.7
O=C(COc1ccc(-c2nnco2)cc1)NC1CCS(=O)(=O)C1 (stereo unspecified)	105	0.3
Cc1cccc(N2CCN(S(=O)(=O)c3ccc(F)c(C(=O)Nc4ccc(C(C)C)cc4)c3)CC2)c1C	106	-0.5
O=c1c2ccccc2c(-c2nnc(SCc3ccc(F)cc3)o2)nn1Cc1ccccc1	102	0.1
CC(C)c1ccc2nc(-c3ccc(N)cc3)[nH]c2c1	103	0.6
Cc1ccccc1CNCCSc1nnnn1-c1ccccc1	105	-0.5
COc1ccc2ncc(C(=O)N3CCOCC3)c(Cl)c2c1	106	0.3
O=C(NC1CCCCC1)C(c1ccccn1)N(Cc1ccc2c(c1)OCO2)C(=O)C(F)(F)F (stereo unspecified)	103	0
Cc1cc(S(=O)(=O)C(CNC(=O)c2ccc(F)c(F)c2)c2cccs2)ccc1F (stereo unspecified)	107	0.3
C(=N\N1CCOCC1)/c1cccc(/C=N/N2CCOCC2)c1	98	-0.5
Nc1scc[n+]1CC(=O)N1CCCc2ccccc21	105	1.4
CN(CC(=O)Nc1ccc(N2CCOCC2)cc1)c1ncnc2sccc12	101	-0.1
O=C(CCc1c[nH]c2ccccc12)NCC(F)(F)F	103	0.1
O=C(NCc1cn2ccccc2n1)c1cc(F)c(F)c(F)c1F	105	1.5
COc1ccc(C(O)(C(=O)O)c2ccccc2)cc1 (stereo unspecified)	101	-0.1
Cn1c(=O)c2c(SCC(N)=O)nc(CC(C)(C)C)nc2n(C)c1=O	102	0.6
CCOCCCNC(=O)c1cnc2sc(N3CCCCCC3)nn2c1=O	109	0.3
